FAS TE block: blocks the thioesterase domain of human fatty acid synthase. P49327. recombinant FAS-TE, OMFH fluorogenic substrate, fluorescence endpoint. inhibition, % at 15 µM. hit rate 0.67% among 360,000;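 active = compounds whose normalised, plate-corrected inhibition of enzyme fluorescence in the single-dose primary screen is 50% or more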;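 note: 0% = DMSO with enzyme and 100% = substrate without enzyme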
Rin1-Abl PPI inh: inhibitors of human Rin1-Abl protein interaction; P00519+Q13671; AID 588664; hit rate 0.4% among 360,000; TR-FRET Rin1/Abl binding, biochemical; inhibition, % at 7.35 µM; in the data active = inhibition above about 5%, passing the limit was not always enough
MsrA act: bovine methionine sulfoxide reductase A activation; purified bovine MsrA, absorbance read-out; activation, % at 10.6 µM; hit rate 0.3% among 360,000; in the data active = activation above about 7.5%;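 note: 0% = vehicle and 100% = reference activator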
MsrA inh: bovine MsrA inhibition; AID 651718; purified bovine MsrA, absorbance read-out; hit rate 0.75% among 360,000; inhibition, % at 15.5 µM; in the data active = inhibition above about 4.5%;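 note: 0% = vehicle wells with enzyme and 100% = reference inhibitor wells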
CSN inh: inhibitors of human CSN-mediated cullin deneddylation | Q92905 | inhibition, % at 12.5 µM | Purified CSN, SCF-Nedd8-OG deneddylation, fluorescence polarization | AID 651999 | hit rate 0.38% among 360,000;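 active = pattern-corrected inhibition above about 35%, with an unprinted fluorescence ratio check between 0.5 and 1.5, limit read from the data, passing the limit was not always enough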;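 note: 0% = enzyme with substrate and 100% = substrate without enzyme; some results filed as inactive read as strong as hits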
Target sequence (Q92905 whole entry, looked up, one chain of several): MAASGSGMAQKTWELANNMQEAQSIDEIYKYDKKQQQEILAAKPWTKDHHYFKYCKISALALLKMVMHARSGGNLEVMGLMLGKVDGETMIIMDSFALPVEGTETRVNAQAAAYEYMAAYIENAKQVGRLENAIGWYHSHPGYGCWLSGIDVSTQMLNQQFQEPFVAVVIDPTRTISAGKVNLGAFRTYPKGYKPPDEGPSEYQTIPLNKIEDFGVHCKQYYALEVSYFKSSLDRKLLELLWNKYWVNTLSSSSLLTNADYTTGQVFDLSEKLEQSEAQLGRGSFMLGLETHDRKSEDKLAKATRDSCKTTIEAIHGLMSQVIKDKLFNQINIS
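Material: purified human Csn5 enzyme expressed in HEK293T cells / Medium: Tris buffer pH 7.5, NaCl, DTT, Tween-20, trehalose, ovalbumin / Compound dosing: 12.5 µM single point / Schedule: 90 min incubation of compound, enzyme and substrate at room temperature / Signal: fluorescence polarization of the substrate / Control set: no-enzyme wells high, enzyme-with-substrate wells low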
Rpn11 inh: Rpn11 (human) deubiquitinase inhibition | O00487 | calls only at 20 µM | hit rate 0.59% among 360,000 | AID 588493 | human 26S proteasome, Ub4-pepOG fluorescence polarization; 20S core pre-blocked with epoxomicin;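 active = inhibition at 20 µM, scaled to each plate's controls, above about 33%, limit read from the data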
MLLE-PAM2 inh: blocks PAM2 peptide binding to the PABP1 MLLE domain; hit rate 0.36% among 360,000; P11940; inhibition, % at 20 µM; AID 588489; GST-MLLE / FITC-PAM2 fluorescence polarization; in the data active = inhibition above about 35%, passing the limit was not always enough;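 note: plate controls were DMSO wells with GST-MLLE for no effect and wells lacking GST-MLLE protein for full effect; some results filed as inactive read as strong as hits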
MT1-MMP act inh: MT1-MMP (human) activation inhibition. P50281. hit rate 0.061% among 360,000. HT1080 RFP-PRO-GFP cells, GFP/RFP ratio fluorescence, overnight; percent of plate control window, DMSO zero. GFP/RFP ratio change, % at 20 µM. AID 651647;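 active = GFP/RFP ratio change of at least 30% with cell ATP level not reduced by more than half and red fluorescence within 50% of control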; note: strong numbers were not always called active
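Test system: HT1080 RFP-PRO-GFP cells; Benchmarks: DMSO and RFP-L50D-GFP cell wells; Timing: cells overnight before dosing, compound overnight, 37 °C, 5% CO2; Compound: one 20 µM compound dose with 1% DMSO; Read-out: GFP/RFP fluorescence ratio.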
eLon inh: inhibits E. coli Lon protease; inhibition, % at 7.94 µM; purified E. coli Lon protease, fluorescence polarization; hit rate 0.42% among 360,000; AID 602123; in the data active = inhibition above about 13%, passing the limit was not always enough;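 note: 0% = enzyme with probe and DMSO and 100% = no enzyme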
Target sequence (P0A9M0 whole entry, looked up): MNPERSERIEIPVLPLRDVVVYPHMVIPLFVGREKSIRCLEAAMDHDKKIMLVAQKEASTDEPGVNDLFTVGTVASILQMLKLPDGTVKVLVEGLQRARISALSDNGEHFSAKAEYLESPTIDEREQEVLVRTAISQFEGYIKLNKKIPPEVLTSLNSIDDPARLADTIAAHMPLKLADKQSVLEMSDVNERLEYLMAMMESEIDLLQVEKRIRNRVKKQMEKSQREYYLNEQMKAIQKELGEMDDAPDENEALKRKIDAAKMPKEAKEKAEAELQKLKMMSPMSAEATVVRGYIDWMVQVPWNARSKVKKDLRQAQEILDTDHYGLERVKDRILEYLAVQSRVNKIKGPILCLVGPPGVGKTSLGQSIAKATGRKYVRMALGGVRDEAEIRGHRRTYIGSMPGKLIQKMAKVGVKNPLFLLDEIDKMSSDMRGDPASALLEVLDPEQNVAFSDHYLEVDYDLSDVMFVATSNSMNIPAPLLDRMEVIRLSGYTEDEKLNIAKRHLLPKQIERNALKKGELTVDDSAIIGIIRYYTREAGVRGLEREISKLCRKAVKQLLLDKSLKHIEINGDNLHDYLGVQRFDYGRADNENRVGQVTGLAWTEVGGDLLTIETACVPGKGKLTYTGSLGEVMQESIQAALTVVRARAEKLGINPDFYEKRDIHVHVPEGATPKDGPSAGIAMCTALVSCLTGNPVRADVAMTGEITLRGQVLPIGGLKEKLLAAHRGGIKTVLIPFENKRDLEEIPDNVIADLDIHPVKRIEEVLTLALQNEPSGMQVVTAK
Numbers without * were called inactive; i = inactive; x = no result given; + = active, no number.

SMILES	FAS TE block	Rin1-Abl PPI inh	MsrA act	MsrA inh	CSN inh	Rpn11 inh	MLLE-PAM2 inh	MT1-MMP act inh	eLon inh
Cc1cccn2c(=O)c(C(=O)NCCCN3CCCCC3C)c(O)nc12 (configuration not stated)	-6	0	-3	0.5	5	i	8	-3	8
COc1cccc(NC2c3ccccc3C(=O)N2Cc2ccco2)c1 (configuration not stated)	-2	5	-1	-0.4	0	i	-4	2	-1
CC(C)c1ccc(NC(=O)N(CCc2nc3ccccc3[nH]2)C2CCCC2)cc1	12	7	-2	0.0	0	i	-15	5	1
Cc1ccc(NNC(=O)CCc2ccccc2)c(C)c1	2	-3	-4	0.4	-2	i	-4	0	2
COc1ccc(NC(=O)CCNC(=O)N2CC(=O)Nc3ccccc32)cc1	-9	1	-3	-0.5	0	i	13	3	-10
O=C1C=C(C2OC(CO)C(O)C2O)C(=O)N1 (configuration not stated)	-5	-2	-9	0.0	-1	i	43*	9	3
CCN(C(=O)CSc1nc(N)cc(N)n1)C1CCS(=O)(=O)C1 (configuration not stated)	-5	-1	-1	-0.6	-1	i	11	4	5
CN(C)c1ccc(CC(=O)N2CCCC(c3cc(C(=O)Nc4ccc5c(c4)OCO5)no3)C2)cc1 (configuration not stated)	4	-4	-3	2.6	2	i	-10	1	-8
CCc1cccc(NC(=O)C2CCCN(S(=O)(=O)c3cnc[nH]3)C2)c1 (configuration not stated)	-13	2	1	-0.3	1	i	0	1	3
CCOc1ccc(C(=O)NCC(=O)OCCCC(=O)c2ccc(F)cc2)cc1OCC	2	4	-4	0.7	-3	i	8	2	-8
Cc1ccc(C)c(NS(=O)(=O)c2cc(C(=O)NCCSC3CCCCC3)ccc2C)c1	24	3	0	1.3	4	i	17	-11	-7
COCCCNS(=O)(=O)c1ccc2[nH]c3c(c2c1)CCCCC3	0	2	-1	-1.0	1	i	-9	1	8
CC(C)C[C@H]1COc2cc(N(C)CCO)ccc2S(=O)(=O)N1	-8	x	-1	-0.3	-3	x	x	5	-3
CC1CCN(c2ccc(NC(=S)NC(=O)c3ccco3)cc2)CC1	9	-6	0	-0.1	4	i	18	2	2
O=C(C1=C[C@@H](c2ccc(C(F)(F)F)cc2)C[C@@H](OCCCCO)O1)N1CCN(Cc2ccccc2)CC1	9	1	-2	0.6	11	i	10	-1	-2
COC(=O)c1ccc(C(=O)OC)c(NC(=S)N2CCCCC2C)c1 (configuration not stated)	0	-6	-4	0.2	-3	i	-1	3	-2
CCOC(=O)CC(=O)Nc1ccn[nH]1	-5	-2	-1	-0.9	4	i	0	-1	4
O=C(OCc1ccccc1)N1CCC2CC1c1cc(NCCc3ccccc3)ccc12 (configuration not stated)	16	-6	-4	-0.7	-1	i	-6	2	-1
CC(C)OC(=O)c1ccc(COC(=O)c2cnccn2)cc1	0	0	-8	0.5	-6	i	-6	-4	-3
COC(=O)c1cc(C(=O)NNC(=O)c2ccc3c(c2)OCO3)cc([N+](=O)[O-])c1	30	2	-7	-0.6	1	i	13	5	-12
Cc1cccc(OCC(=O)N/N=C/C=C/c2ccco2)c1	-7	1	-2	2.0	13	i	-15	0	-14
COc1cccc(-c2cc(C(=O)N3CCc4ccccc4C3)[nH]n2)c1	3	3	1	-0.5	5	i	-2	-2	-7
CC1(C)C2CCC(C2)C1(C)NC(=O)CNC1CCCCC1 (configuration not stated)	-2	-1	-8	-0.4	2	i	0	-6	5
CCN1CCN(c2ncc(C(=O)Nc3cc(Cl)ccc3OC)c3ccccc23)CC1	6	-1	-3	-0.8	3	i	4	-9	3
O=C(NNc1ccc(Cl)cc1)c1c(F)cccc1Cl	-5	0	-2	0.3	6	i	-10	2	-10
Cc1ccc2nc(-c3ccccc3)c(CC3CCCCC3)n2c1	3	3	1	0.3	10	i	-2	-7	-24
COc1cc(/C=C2/CCC/C(=C\c3cc(O)c(OC)c(Cl)c3)C2=O)cc(Cl)c1O	10	-1	-4	1.1	9	+	-78	20	-17
COc1ccc(-c2coc3c(C(=O)NCc4ccco4)cccc23)c(C)c1	24	-2	-2	0.2	-2	i	-17	-3	2
Cc1nc(Nc2nc3ccccc3o2)nc2c1CCC2	-8	-1	-13	-0.1	-4	i	4	6	0
O=C(O)c1ccc(Oc2ccc(C(F)(F)F)cn2)cc1	-3	-1	0	3.8	-4	i	-12	-1	8
CCN(CC)S(=O)(=O)c1ccc(C(C)NCC(=O)Nc2ccccc2C(=O)NC2CC2)cc1 (configuration not stated)	-5	3	-5	-0.1	2	i	0	6	-4
NC(Cc1ccccc1)C(O)(c1ccccc1)c1ccccc1 (configuration not stated)	5	1	-4	-0.6	-1	i	8	-6	-7
CN(Cc1ccccc1)C(=O)C1CCCN(c2ncnc3c2nc2n3CCCCC2)C1 (configuration not stated)	0	-4	-7	0.8	-1	i	7	-4	4
O=C(c1ccc(F)cc1)C1CCN(C(=O)NC2CCCCC2)CC1	-5	-3	-4	-0.7	3	i	2	3	-8
COCCNC(=O)CCCn1c(=O)c2cc(OC)c(OC)cc2n(CC(=O)Nc2ccccc2OC)c1=O	-4	0	-3	-0.6	0	i	4	1	-10
Cc1nn(C)c(C)c1Nc1ccc(N2C(=O)C3C4C=CC(C4)C3C2=O)cc1[N+](=O)[O-] (configuration not stated)	-6	-3	-4	-0.1	-1	i	4	7	0

2 compounds drawn at random from those above:
SMILES	FAS TE block	Rin1-Abl PPI inh	MsrA act	MsrA inh	CSN inh	Rpn11 inh	MLLE-PAM2 inh	MT1-MMP act inh	eLon inh
O=C(c1ccc(F)cc1)C1CCN(C(=O)NC2CCCCC2)CC1	-5	-3	-4	-0.7	3	i	2	3	-8
O=C(NNc1ccc(Cl)cc1)c1c(F)cccc1Cl	-5	0	-2	0.3	6	i	-10	2	-10

A different layout for some results above:
Compound | FAS TE block | Rin1-Abl PPI inh | MsrA act | MsrA inh | CSN inh | Rpn11 inh | MLLE-PAM2 inh | MT1-MMP act inh | eLon inh
COc1ccc(-c2coc3c(C(=O)NCc4ccco4)cccc23)c(C)c1 | 24 | -2 | -2 | 0.2 | -2 | i | -17 | -3 | 2
O=C(O)c1ccc(Oc2ccc(C(F)(F)F)cn2)cc1 | -3 | -1 | 0 | 3.8 | -4 | i | -12 | -1 | 8
COCCNC(=O)CCCn1c(=O)c2cc(OC)c(OC)cc2n(CC(=O)Nc2ccccc2OC)c1=O | -4 | 0 | -3 | -0.6 | 0 | i | 4 | 1 | -10

The list continues.
SMILES	FAS TE block	Rin1-Abl PPI inh	MsrA act	MsrA inh	CSN inh	Rpn11 inh	MLLE-PAM2 inh	MT1-MMP act inh	eLon inh
COc1cc(NC(=O)CN2C(=O)NC3(CCOc4ccccc43)C2=O)cc(OC)c1 (configuration not stated)	2	3	-6	0.2	-5	i	-12	3	-8
O=C(/C=C/c1ccccc1)NCC(=O)N/N=C/c1cccs1	-5	-3	-1	0.6	4	i	-14	4	-1
CCNc1nc(NC(C)C)nc(N(C#N)Cc2ccccc2)n1	6	1	-2	-0.7	-1	i	-34	-4	-7
Nc1nc(CSC(=S)N2CCOCC2)nc(Nc2ccc(F)cc2)n1	-2	0	-5	0.7	-5	i	15	-1	7
O=C1[C@@H]2Cc3c([nH]c4ccccc34)C(c3cccc([N+](=O)[O-])c3)N2C(=O)CN1C1CCN(Cc2ccccc2)CC1 (some centres not stated)	26	1	-2	0.5	-2	i	-4	-4	12
CC(C)(C)Cc1c(-c2ccc(Cl)cc2)nc2c(Cl)cc(C(F)(F)F)cn12	8	1	-1	0.7	-2	i	17	-3	-7
O=C1c2ccccc2NC(c2ccco2)N1NS(=O)(=O)c1ccccc1 (configuration not stated)	-2	-3	-5	1.6	-9	i	8	4	-2
O=C(O)c1cc(N/N=C/C=C/c2ccccc2[N+](=O)[O-])ccc1Cl	24	-1	-7	3.6	-1	i	13	9	-47
Cc1cc(C)n(CC(=O)c2ccc(Cl)cc2)n1	-7	0	-3	1.1	-5	i	1	0	1
CCOc1ccc(CCN2CN(C3CCCCC3)CNC2=S)cc1OCC	-2	0	-1	-0.9	0	i	-78	0	2
Cc1ccc(NC(=O)Cn2nc(C)cc2C)cc1	-4	0	-6	-0.7	-1	i	-9	-1	-16
CCOc1ccc(N(CC(=O)N2CCN(Cc3ccccc3)CC2)S(C)(=O)=O)cc1	0	-2	-1	-0.3	-2	i	2	0	-1
COc1cc(C(=O)c2cc3c(cc2C)OCO3)cc(OC)c1OC	1	6	-12	-0.7	-3	i	3	19	2
COc1cc(CN2CCc3ccc(NC(=O)CCc4ccccc4OC)cc3C2)ccc1O	1	-5	-3	1.6	-5	i	-1	2	1
CCCCOc1ccc(C(=O)OCC(=O)N2CCOCC2)cc1	-4	3	-3	1.1	0	i	-8	2	-2
CCOC(=O)N1CCC(NC(=O)C2CCN(c3nc(-c4ccc(OC)cc4)no3)CC2)CC1	-3	-4	2	0.9	1	i	8	7	18
CCOC(=O)c1nc(N)c(=O)n(-c2ccc(C)cc2)n1	-5	1	-1	-0.4	2	i	9	-1	-3
Cc1cccc(NC(=O)C2CCCN(C(=O)NC3CCCCC3)C2)c1C (configuration not stated)	-6	-3	-4	0.4	0	i	1	4	-3
Cc1nc2sc(C(c3ccccc3)N3CCC(O)CC3)c(O)n2n1 (configuration not stated)	-6	-1	-1	-0.8	0	i	10	4	3
CCOc1ccccc1-n1c(SCC(N)=O)nnc1-c1ccccc1	-9	-1	-10	-0.4	-2	i	-59	0	-6
O=C(Nc1ccc(C(=O)N2CCOCC2)cc1)c1cccs1	-4	0	0	0.2	-2	i	4	2	3
CC1CN(S(=O)(=O)c2cc(C(=O)NCCC3=CCCCC3)ccc2Cl)CC(C)O1 (configuration not stated)	15	0	0	-1.1	0	i	-3	5	-1
Cc1cccc(N2CC(C(=O)Nc3nnc(SCC(=O)NCC4CCCO4)s3)CC2=O)c1 (configuration not stated)	-2	0	-2	0.4	4	i	-52	-4	-9
Cn1c(Br)nc2c1c(=O)n(Cc1ccccc1)c(=O)n2C	2	0	-2	-0.9	4	i	0	-3	0
O=C(CSc1cccc(C(F)(F)F)c1)NCc1ccccc1	6	3	-4	0.6	2	i	-2	0	12
CCOc1ccc(OCCCCn2ccnc2)cc1	-6	2	5	0.1	-8	i	12	-4	-1
COC(=O)C1=C(C)N(CCCC(=O)O)C(=O)NC1c1ccc2c(c1)OCO2 (configuration not stated)	-10	1	0	1.1	-6	i	3	1	-6
CCC1(c2ccc(Cl)cc2)NC(=O)N(CC(=O)NC2CCCCCC2)C1=O (configuration not stated)	3	-1	-3	1.8	1	i	-16	4	-2
Cc1nc2scc(-c3ccc(Cl)cc3)c2c(=O)o1	70*	0	-3	0.9	3	i	3	5	1
COc1ccc(CC(=O)OCC(=O)NC(=O)NC2CCCC2)cc1	-6	-2	1	-1.0	5	i	-6	4	-4
Cc1cccc(N2CCN(CC3CCCCC3)CC2)c1C	4	-2	-2	-0.9	0	i	-3	0	1
COC(=O)C1=C2SC(C)C(=O)N2C(N)=C(C#N)C1c1ccc(OC)c(OC)c1 (configuration not stated)	-5	1	1	0.8	1	i	18	2	-8
CCOC(=O)C1CCN(C(=O)Nc2ccc(OCc3ccccc3)cc2)CC1	-1	6	-1	0.5	0	i	-13	0	8
COc1cc(-c2cc(-c3nnco3)c3ccccc3n2)cc(OC)c1OC	3	4	-8	2.4	-16	i	10	11	-12
O=C(Nc1nncs1)C1CCCC1	-4	-2	-7	-0.7	0	i	2	-2	-4
CCOc1ccc(/C=N/Nc2nc(N3CCCC3)nc(N3CCCC3)n2)cc1OC	0	-1	-11	2.6	0	i	8	-4	-3
CCOC(=O)Nc1cccc(NC(=O)c2ccccc2F)c1	-3	1	0	0.2	5	i	3	-5	-28

High-throughput results as filed in PubChem BioAssay.
